Bim-Bcl-XL = inhibitors of Bim-Bcl-XL interaction, human; Q07817; Bim peptide-Bcl-XL binding, bead flow cytometry, fluorescence; inhibition, % at 10 µM; actives 0.04% (n = 190,000); AID 1007
Target sequence (Q07817 whole entry, looked up): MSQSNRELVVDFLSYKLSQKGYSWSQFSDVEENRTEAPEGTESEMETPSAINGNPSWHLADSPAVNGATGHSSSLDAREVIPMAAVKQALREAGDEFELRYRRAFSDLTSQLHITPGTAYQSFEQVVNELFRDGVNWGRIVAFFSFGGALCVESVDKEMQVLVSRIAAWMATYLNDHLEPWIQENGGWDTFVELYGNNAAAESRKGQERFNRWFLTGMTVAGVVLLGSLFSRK
Bcl-2 Bim block = inhibitors of Bim-Bcl-2 interaction, human | inhibition, % at 10 µM | P10415 | AID 950 | actives 0.06% (n = 190,000) | Bead-based flow cytometry, Bim peptide-Bcl-2 binding; in the data active = inhibition above about 40%; inconclusive = no clear call, values can overlap the other calls;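 also: 0% = no compound wells with probe peptide and 100% = reference peptide inhibitor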
Target sequence (P10415 whole entry, looked up): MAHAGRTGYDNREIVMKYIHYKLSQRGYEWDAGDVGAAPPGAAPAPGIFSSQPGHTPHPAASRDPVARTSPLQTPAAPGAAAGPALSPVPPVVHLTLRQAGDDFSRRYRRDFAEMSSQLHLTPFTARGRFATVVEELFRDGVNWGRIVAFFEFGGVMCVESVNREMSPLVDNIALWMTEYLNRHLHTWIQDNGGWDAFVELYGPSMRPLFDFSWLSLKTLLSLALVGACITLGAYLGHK
Bim-Bcl-B = human Bim-Bcl-B interaction inhibition | bead-based flow cytometry, Bim peptide-Bcl-B binding | actives 0.073% (n = 190,000) | inhibition, % at 10 µM | Q9HD36 | AID 951;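 also: 0% = tracer peptide without compound and 100% = reference inhibitor peptide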
Target sequence (Q9HD36 whole entry, looked up): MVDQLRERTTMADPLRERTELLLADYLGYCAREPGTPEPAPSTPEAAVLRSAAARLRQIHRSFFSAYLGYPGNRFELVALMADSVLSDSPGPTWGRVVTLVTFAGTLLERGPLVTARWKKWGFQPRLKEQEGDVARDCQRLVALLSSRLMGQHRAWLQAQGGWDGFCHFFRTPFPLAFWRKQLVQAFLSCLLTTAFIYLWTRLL
Rab7 wt GTP bind = alters GTP binding to wildtype dog Rab7; GST-Rab7 beads, fluorescent GTP binding, flow cytometry; actives lie on both sides; untreated = 100%, excess cold GTP = 0%; actives 0.055% (n = 190,000); AID 758; GTP binding activity (percent of control), % at 10 µM;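 active = fluorescent GTP binding to Rab7 beads changed by at least 20 points from the 100% baseline, either direction, mostly lower; inconclusive = compound itself probably fluorescent, or too few beads counted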;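 also: median green fluorescence of bound Bodipy-FL-GTP per Rab7 bead population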
Bim-Bcl-W = human Bim-Bcl-W interaction inhibition; Q92843; bead-based flow cytometry, Bim peptide-Bcl-W binding; inhibition, % at 10 µM; actives 0.02% (n = 190,000); AID 952;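 also: 0% = bound tracer without compound and 100% = peptide blocker; higher means less fluorescent Bim peptide bound to Bcl-W beads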
Rac1 act GTP bind = modulators of GTP binding to human Rac1 activated mutant | P63000 | GST-Rac1 activated beads, fluorescent GTP binding, flow cytometry; actives lie on both sides; 100% means binding = to untreated wells | percent activity (GTP binding), % at 10 µM | actives 0.11% (n = 190,000) | AID 764;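 active = GTP binding at least 20 percentage points away from the 100% baseline, in either direction, so actives lie on both sides; inconclusive = Compound likely fluorescent itself, or too few beads counted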
HRas wt GTP bind = human HRas wildtype GTP binding, change in either direction; GST-Ras wt beads, Bodipy-FL-GTP binding, flow cytometry; actives lie on both sides; GTP binding activity, % at 10 µM; actives 0.14% (n = 190,000); AID 759;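 active = GTP binding activity at least 20% away from the 100% baseline, either lowered as inhibitor or raised as activator; inconclusive = flagged as likely green fluorescent, judged across all proteins in the well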;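 also: 0% = unlabeled GTP competition control and 100% = no-compound control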
Cdc42 wt = changes GTP binding to wildtype human Cdc42; actives 0.2% (n = 190,000); AID 761; GST-Cdc42 beads, Bodipy-GTP binding, flow cytometry; actives lie on both sides; percent activity (GTP binding), % at 10 µM;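 active = percent activity GTP binding at least 20 points away from the 100% baseline, either down as inhibitor or up as activator; inconclusive = compound flagged as likely green fluorescent from well-wide comparison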;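 also: median bead fluorescence of bound Bodipy-FL-GTP at 100 nM; 0% = excess unlabeled GTP control and 100% = no compound control; below 100% means less GTP binding so inhibitor and above means activator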
Target sequence (P60953 whole entry, looked up): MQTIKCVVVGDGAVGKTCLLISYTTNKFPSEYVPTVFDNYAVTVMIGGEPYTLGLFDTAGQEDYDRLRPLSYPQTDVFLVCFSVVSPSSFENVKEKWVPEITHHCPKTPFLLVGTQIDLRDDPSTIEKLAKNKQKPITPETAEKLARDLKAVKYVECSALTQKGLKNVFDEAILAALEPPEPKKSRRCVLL
Rab2 wt GTP = changes GTP binding to wildtype dog Rab2A, up or down | P61105 | GST-Rab2 wt beads, Bodipy-GTP binding, flow cytometry | GTP binding activity, % at 10 µM | actives 0.19% (n = 190,000) | AID 760;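 active = GTP binding activity at least 20 points away from 100%, either lowered or raised; inconclusive = signal likely due to the compound's own green fluorescence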;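 also: 0% = beads with excess unlabeled GTP and 100% = no-compound control corrected for plate trend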
Rac1 wt modul = alters GTP binding to wildtype human Rac1; GST-Rac1 beads, fluorescent GTP binding, flow cytometry; actives lie on both sides; 0 = cold GTP competed, 100 = untreated; AID 757; P63000; GTP binding activity (% of control), % at 10 µM; actives 0.27% (n = 190,000);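 active = GTP binding activity at least 20 points away from the 100% control level, either lower or higher; inconclusive = compound flagged as likely green fluorescent, judged across all proteins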
Bim-Bfl-1 = inhibitors of Bim-Bfl-1 interaction, human | Bead-based flow cytometry, Bim-Bfl-1 binding inhibition | inhibition, % at 10 µM | actives 0.12% (n = 190,000) | AID 1008;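 also: 0% = wells without compound plus tracer and 100% = blocker peptide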
* marks the source's active call; other numbers are inactive results; ? = inconclusive. Rule as the data show it, unless noted: active = inhibition above about 40%. Random draw from the library, and some 0.62% of all compounds hit somewhere here.

1	C=CCn1c(SCC(=O)Nc2cccc(OC)c2)nnc1-c1cccnc1
2	CC(C)NS(=O)(=O)c1ccc(OCC(=O)NC(C)c2ccccc2)cc1 (stereo not given)
3	Cc1sc2nc(SCC(=O)N3CCOCC3)[nH]c(=O)c2c1C
4	CCOC(=O)C1=C(CSc2nc3c(cc2C#N)CN(C)CC3)OC(N)=C(C#N)C1c1ccccc1 (stereo not given)
5	Cc1cc2ncn(-c3nnnn3-c3ccccc3)c2cc1C
6	COc1cccc(Nc2nc3ccccc3nc2-n2nc(C)cc2C)c1
Assay by compound	1	2	3	4	5	6
Bim-Bcl-B	-8	-2	-2	-11	0	-9
Bcl-2 Bim block	-3	-1	-6	0	1	-6
Rab2 wt GTP	100	95	97	101	97	102
Bim-Bcl-W	0	-1	0	-5	-2	2
Bim-Bfl-1	-5	-4	-2	6	-3	-9
Rac1 act GTP bind	99	95	97	100	96	100
Cdc42 wt	100	98	100	102	100	99
Rab7 wt GTP bind	96	101	97	104	99	101
Rac1 wt modul	102	100	102	105	102	104
Bim-Bcl-XL	-2	-1	0	-4	-3	-2
HRas wt GTP bind	99	97	98	102	100	100

7	Cc1cc(N2C(=O)C3C4CC(c5ccccc5)C(C4)C3C2=O)no1 (stereo not given)
8	Cc1c(Cl)cccc1-n1c(-c2cccnc2)n[nH]c1=S
9	Cc1cc(Cl)ccc1OCCCC(=O)NCc1ccncc1
10	CCOC(=O)C1CCN(C(=S)Nc2cccc(C)c2C)CC1
11	CCC(C)NC(=O)C(=O)NC1CCCC1 (stereo not given)
12	O=C(O)COc1c(Cl)cc(/C=C2/NC(=O)NC2=O)cc1Br
Assay by compound	7	8	9	10	11	12
Bim-Bcl-B	-5	-12	-4	-5	-2	0
Bcl-2 Bim block	-2	-1	-1	0	1	-2
Rab2 wt GTP	100	101	97	99	104	98
Bim-Bcl-W	-1	0	-4	-2	1	0
Bim-Bfl-1	-9	1	-2	-2	-2	-5
Rac1 act GTP bind	96	96	97	99	100	94
Cdc42 wt	98	100	100	104	102	96
Rab7 wt GTP bind	105	104	101	101	105	103
Rac1 wt modul	100	103	104	105	107	99
Bim-Bcl-XL	-2	-5	-8	-10	-4	0
HRas wt GTP bind	98	101	101	101	103	96

13	O=C1/C(=C/c2cccnc2)N=C2CCCCCN12
14	Cc1ccc(NC(=O)C2CCN(S(=O)(=O)c3cnc[nH]3)CC2)cc1C
15	Clc1ccc2nnc(Cl)n2n1
16	Cn1c(CCC(=O)OCC(=O)Nc2ccc(Oc3ccccc3)cc2)nc(=O)c2ccccc21
17	Cn1ncc(Br)c1C(=O)Nc1c(F)c(F)cc(F)c1F
18	COCc1nnc(NC(=O)c2ccc(OC)cc2OC)s1
Assay by compound	13	14	15	16	17	18
Bim-Bcl-B	-3	-8	-1	-7	-7	-1
Bcl-2 Bim block	-2	-5	0	-5	-9	-3
Rab2 wt GTP	103	102	99	100	93	98
Bim-Bcl-W	1	-2	1	-6	-4	1
Bim-Bfl-1	-2	-1	-2	-2	-2	-3
Rac1 act GTP bind	97	99	92	99	89	99
Cdc42 wt	100	106	96	102	94	94
Rab7 wt GTP bind	102	104	98	100	94	103
Rac1 wt modul	100	106	95	102	97	103
Bim-Bcl-XL	-1	-7	-1	-6	-6	-1
HRas wt GTP bind	99	101	97	102	94	99

19	CC(=O)Nc1ccc(OC(=O)CC2SC(=O)NC2=O)cc1 (stereo not given)
20	Cc1ccc(NC(=O)COc2ccc(/C(N)=N/O)cc2)cc1C
21	CNC(=O)c1cc2cc(OC)ccc2oc1=O
22	CCCC/C(O)=C1\C(=O)CC(C)(C)CC1=Nc1ccc(OC)cc1
23	CCOC(=O)C(CC)Sc1nnc(COc2ccc(C)cc2)n1-c1ccccc1 (stereo not given)
24	O=C(O)c1ccccc1C(=O)Nc1nccs1
Assay by compound	19	20	21	22	23	24
Bim-Bcl-B	-7	-3	-12	0	-2	1
Bcl-2 Bim block	-8	2	-8	0	-26	-1
Rab2 wt GTP	104	99	101	104	100	102
Bim-Bcl-W	0	-1	0	-6	-3	-3
Bim-Bfl-1	-8	0	-18	4	0	-1
Rac1 act GTP bind	98	98	102	100	99	96
Cdc42 wt	100	100	104	103	104	99
Rab7 wt GTP bind	101	103	101	104	99	104
Rac1 wt modul	104	105	110	106	105	98
Bim-Bcl-XL	0	-1	-5	-2	-5	0
HRas wt GTP bind	102	102	102	103	101	101

25	O=C(NNS(=O)(=O)c1ccc(F)cc1F)C1Cc2c(ccc3ccccc23)O1 (stereo not given)
26	CCC(c1nnnn1Cc1ccccc1)N(Cc1cc2cc(OC)ccc2[nH]c1=O)CC1CCCO1 (stereo not given)
27	O=[N+]([O-])c1ccc(C[n+]2cccc3c4ccccc4ccc32)cc1
28	COC(=O)c1cccc(NS(=O)(=O)c2ccc(OC)cc2)c1C
29	COc1ccc(Cl)cc1NC(=O)C1COc2ccccc2O1 (stereo not given)
30	COc1cccc(/C=N/NC(=O)Cn2ccnc2C)c1
Assay by compound	25	26	27	28	29	30
Bim-Bcl-B	-3	-8	-4	-45	-1	-7
Bcl-2 Bim block	-3	-13	-5	-40	1	-4
Rab2 wt GTP	103	102	99	100	96	102
Bim-Bcl-W	-1	-2	-2	-42	0	-5
Bim-Bfl-1	-5	-11	-4	-40	-4	-7
Rac1 act GTP bind	100	103	97	101	95	102
Cdc42 wt	105	104	98	102	96	102
Rab7 wt GTP bind	95	97	99	102	93	98
Rac1 wt modul	101	103	100	103	97	101
Bim-Bcl-XL	-5	-5	-2	-34	-3	-6
HRas wt GTP bind	101	105	99	103	96	100

31	O=C(Nc1nccs1)NC(C(F)(F)F)C(F)(F)F
32	COc1ccc2c(c1OC)C(=O)OC2Nc1nc(-c2cc3ccccc3oc2=O)cs1 (stereo not given)
33	CCn1c2ccccc2c2cc(NC(=O)COc3ccccc3OC)ccc21
34	CCc1ccc2c(c1)C(=O)c1ccccc1C2=O
35	COC(=O)c1ccccc1NC(=O)CSc1nc(NC(=O)c2ccccc2)c2c(C)c(C)oc2n1
36	c1ccc2c(c1)CNc1ccccc1C2
Assay by compound	31	32	33	34	35	36
Bim-Bcl-B	-5	-10	-2	-4	-8	-1
Bcl-2 Bim block	-5	-9	-2	-5	-6	-3
Rab2 wt GTP	101	83	100	97	98	99
Bim-Bcl-W	3	-5	-2	0	0	4
Bim-Bfl-1	-10	-16	-9	-10	-14	-10
Rac1 act GTP bind	100	84	101	99	99	95
Cdc42 wt	104	85	99	94	100	103
Rab7 wt GTP bind	99	89	101	96	95	100
Rac1 wt modul	106	85	102	94	102	103
Bim-Bcl-XL	2	-10	-3	-2	-3	-3
HRas wt GTP bind	102	87	101	97	98	100

3 entries already listed, sorted by the value under Bim-Bcl-B, falling.
33	CCn1c2ccccc2c2cc(NC(=O)COc3ccccc3OC)ccc21
34	CCc1ccc2c(c1)C(=O)c1ccccc1C2=O
31	O=C(Nc1nccs1)NC(C(F)(F)F)C(F)(F)F
Assay by compound	33	34	31
Bim-Bcl-B	-2	-4	-5
Bcl-2 Bim block	-2	-5	-5
Rab2 wt GTP	100	97	101
Bim-Bcl-W	-2	0	3
Bim-Bfl-1	-9	-10	-10
Rac1 act GTP bind	101	99	100
Cdc42 wt	99	94	104
Rab7 wt GTP bind	101	96	99
Rac1 wt modul	102	94	106
Bim-Bcl-XL	-3	-2	2
HRas wt GTP bind	101	97	102

Carrying on.
37	NC(=O)c1sc(=S)n2c1[nH]c(=O)c1sccc12
38	COc1ccc(-n2nc3c(c2NC(=O)c2ccc(S(=O)(=O)N4CCOCC4)cc2)CS(=O)C3)cc1 (stereo not given)
39	CCCCC(=O)Nc1c(C)cc(C)cc1Cl
40	COc1ccccc1OCC(O)Cn1c(Br)nc2c1c(=O)[nH]c(=O)n2C (stereo not given)
41	Cn1c(Cc2ccccc2)[n+](C)c2ccccc21
42	Cc1ccc(C)c2[nH]c(=O)c(CCNC(=O)c3cc4ccccc4o3)cc12
Assay by compound	37	38	39	40	41	42
Bim-Bcl-B	-9	-7	-2	0	-7	-10
Bcl-2 Bim block	-5	0	2	2	-3	-12
Rab2 wt GTP	?	103	95	101	96	98
Bim-Bcl-W	0	0	-2	-1	-3	0
Bim-Bfl-1	-2	-5	0	0	-9	-13
Rac1 act GTP bind	?	98	98	97	98	98
Cdc42 wt	?	97	100	102	98	100
Rab7 wt GTP bind	?	94	94	104	99	95
Rac1 wt modul	?	96	101	102	102	101
Bim-Bcl-XL	-3	0	1	-1	-3	-5
HRas wt GTP bind	?	98	99	102	96	98

Individual results from the list:
Reading of Cn1c(Cc2ccccc2)[n+](C)c2ccccc21 under Bcl-2 Bim block: -3
Reading of NC(=O)c1sc(=S)n2c1[nH]c(=O)c1sccc12 under Bim-Bcl-XL: -3
Reading of COc1ccccc1OCC(O)Cn1c(Br)nc2c1c(=O)[nH]c(=O)n2C (stereo not given) under Bim-Bfl-1: 0
Reading of COc1ccc(-n2nc3c(c2NC(=O)c2ccc(S(=O)(=O)N4CCOCC4)cc2)CS(=O)C3)cc1 (stereo not given) under Rab2 wt GTP: 103
Reading of Cc1ccc(C)c2[nH]c(=O)c(CCNC(=O)c3cc4ccccc4o3)cc12 under Rac1 wt modul: 101

Going on with the list:
43	O=C(NCC1CCCO1)C(c1ccc(F)cc1)N(C(=O)Cn1nnc(-c2ccc(F)cc2)n1)c1cccc(O)c1 (stereo not given)
44	CC(/C=N/NC(=O)Cn1nccc1C)=C\c1ccc(C(C)C)cc1
45	COc1ccc(-n2c(-c3ccco3)n[nH]c2=S)cc1
46	CCOc1ccccc1NC(=O)/C=C/C(N)=O
Assay by compound	43	44	45	46
Bim-Bcl-B	-5	-4	-14	-7
Bcl-2 Bim block	-5	-2	-5	-12
Rab2 wt GTP	?	101	91	103
Bim-Bcl-W	0	-1	1	-4
Bim-Bfl-1	-7	-7	-10	-21
Rac1 act GTP bind	?	101	90	101
Cdc42 wt	?	98	88	105
Rab7 wt GTP bind	?	102	91	103
Rac1 wt modul	?	105	89	107
Bim-Bcl-XL	-2	-3	-3	-9
HRas wt GTP bind	?	103	91	102

Source: PubChem BioAssay (NMMLSC)
